Assay outcomes from PubChem.
GASC1 inh = blocks human GASC-1 (KDM4C) demethylase activity | Q9H3R0 | GST-KDM4C 2-372, H3K9me3 peptide, LANCE TR-FRET | inhibition, % at 12.5 µM | 96,000 tested, 0.15% active;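 active = mean replicate inhibition above about 25%, with at least 55% of replicates also reaching it, limit read from the data, passing the limit was not always enough; inconclusive = only one of those two conditions met; inactive = neither condition met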
Target sequence (Q9H3R0 2-372 limits assumed): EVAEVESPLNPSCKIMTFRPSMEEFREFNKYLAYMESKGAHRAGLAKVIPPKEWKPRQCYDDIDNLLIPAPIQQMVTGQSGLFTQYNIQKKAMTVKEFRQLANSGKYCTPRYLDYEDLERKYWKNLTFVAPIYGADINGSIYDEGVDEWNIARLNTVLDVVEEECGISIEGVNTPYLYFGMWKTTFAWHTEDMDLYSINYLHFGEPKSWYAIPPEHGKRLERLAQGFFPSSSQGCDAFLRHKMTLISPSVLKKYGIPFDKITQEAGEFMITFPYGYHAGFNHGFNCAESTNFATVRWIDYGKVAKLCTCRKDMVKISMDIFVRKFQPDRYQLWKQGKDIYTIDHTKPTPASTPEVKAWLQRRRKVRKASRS
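Test system: N-terminal GST-fused human GASC-1 (KDM4C) fragment, residues 2-372; quantity: GASC-1 enzyme at 10 nM final in reaction; dosing: single dose; schedule: 30 min demethylation and 1 h detection at room temperature; signal: LANCE TR-FRET, excitation 340 nm, emissions 618 and 671 nm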
C diff HTS = blocks growth of Clostridium difficile | Clostridium difficile clinical isolate growth, OD600, 24 h; active compounds read low | growth activity, negative = inhibition, % at 16 µg/mL (by protocol) | 86,000 tested, 0.25% active;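 active = mean growth activity at or below -80% and every replicate also at or below -80%; inconclusive = mean at or below -80% but some replicate above -80%; inactive = mean growth activity above -80%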;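 also: 0% = DMSO wells and -100% = levofloxacin 16 µg/mL wells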
T cruzi growth = blocks T. cruzi growth in NIH3T3 culture | AID 624255 | inhibition, % at 8.34 µM | T. cruzi beta-gal in NIH3T3, GalScreen luminescence, 90 h | 77,000 tested, 5.9% active;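 active = mean inhibition above about 93%, with at least 55% of replicates each passing it, limit read from the data, passing the limit was not always enough; inconclusive = only one of those two conditions holds; inactive = neither condition holds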
Pf Dd2 inh = blocks growth of Plasmodium falciparum Dd2 parasites; P. falciparum Dd2 growth, SYBR Green, 72 h; active compounds read low; activity change, % at 10 µM; 94,000 tested, 2.3% active; AID 1159554; in the data active = activity change below about -80%; inconclusive = no clear call, values can overlap the other calls
* marks the source's active call; other numbers are inactive results; ? = inconclusive; · = no result given; & = joins results of further samples. Rows were taken by chance, and some 7.2% of all compounds hit somewhere here.

The opening 2 records, ahead of the listing:
Every second line gives: T cruzi growth	C diff HTS	GASC1 inh	Pf Dd2 inh
C[C@H](CO)N1C[C@H](C)[C@H](CN(C)C(=O)C2CC2)Oc2cc(/C=C/c3ccccc3)ccc2S1(=O)=O
    12.5	8.7	0.7	-79.0
C[C@@H]1CN([C@@H](C)CO)C(=O)c2cc(C#CC3(O)CCCC3)cnc2O[C@@H]1CN(C)C(=O)CC1CC1
    20.6	0.5	-0.9	36.0

All compounds of this part, from the start:
Every second line gives: T cruzi growth	C diff HTS	GASC1 inh	Pf Dd2 inh
C[C@H](CO)N1C[C@H](C)[C@H](CN(C)C(=O)C2CC2)Oc2cc(/C=C/c3ccccc3)ccc2S1(=O)=O
    12.5	8.7	0.7	-79.0
C[C@@H]1CN([C@@H](C)CO)C(=O)c2cc(C#CC3(O)CCCC3)cnc2O[C@@H]1CN(C)C(=O)CC1CC1
    20.6	0.5	-0.9	36.0
COCC(=O)N(C)C[C@H]1Oc2cc(C#CCN(C)C)ccc2S(=O)(=O)N([C@H](C)CO)C[C@H]1C
    0.4	-1.5	2.0	33.1
CN1c2ccc(-c3ccccc3)cc2[C@@H]2[C@@H](CCN2C(=O)c2ccccc2)[C@H]1CO
    62.4	-1.5	-1.2	?
COc1ccc(-c2ccc3c(c2)[C@@H]2[C@@H](CCN2S(=O)(=O)c2ccc(OC)cc2)[C@H](CO)N3C)cc1
    69.1	7.8	-2.8	10.2
C[C@@H]1CN([C@@H](C)CO)C(=O)c2cc(NS(=O)(=O)c3ccc(Cl)cc3)ccc2O[C@@H](C)CCCCO[C@H]1CN(C)S(=O)(=O)c1ccc(F)cc1
    104.9*	1.9	0.5	-59.1
COCC(=O)N(C)C[C@H]1Oc2ncc(-c3ccccc3OC)cc2C(=O)N([C@@H](C)CO)C[C@@H]1C
    53.2	0.8	0.5	24.4
O=C(C1CCCCC1)N1CC(=O)N2[C@H](CO)[C@@H](c3ccc(C#Cc4cccc(F)c4)cc3)[C@@H]2C1
    ·	-3.6	-1.6	-67.8
COc1ccc2c3c(n(C)c2c1)[C@@H](CO)N(Cc1ccc(F)cc1)CC31CN(CC2CC2)C1
    ·	9.8	-0.1	-73.4
CNC[C@@H]1Oc2cc(-c3cccnc3)ccc2S(=O)(=O)N([C@@H](C)CO)C[C@H]1C
    ·	-1.0	-0.3	-28.1
C[C@@H]1CCCCO[C@H](CN(C)S(=O)(=O)c2cn(C)cn2)[C@@H](C)CN([C@@H](C)CO)C(=O)c2cc(NC(=O)C3CCCCC3)ccc2O1
    -7.5	2.8	0.4	-5.7
COCC(=O)Nc1ccc2c(c1)[C@@H]1C[C@H](CC(=O)NCC3CC3)O[C@@H](CO)[C@@H]1O2
    20.2	3.5	0.0	26.0
C[C@@H]1CN([C@H](C)CO)C(=O)c2cc(NS(=O)(=O)c3ccc(F)cc3)ccc2O[C@H]1CN(C)C(=O)Nc1cccc2ccccc12
    18.6	-7.8	-1.9	-22.7
COC(=O)C[C@H]1CC[C@@H]2[C@H](COc3ccc(NC(=O)Nc4cccc(Cl)c4)cc3C(=O)N2C)O1
    60.1	-0.6	-2.0	6.8
CCCC#Cc1ccc2c(c1)O[C@@H](CN(C)Cc1ccccc1)[C@H](C)CN([C@@H](C)CO)S2(=O)=O
    ·	1.9	2.0	17.4
O=S(=O)(c1cccc(F)c1)N1[C@@H]2CNC[C@H]1C2c1ccc(-c2ccccc2)cc1 (some centres undefined)
    ·	54.4&35.1	-1.9&-1.2	-64.2&6.6
COc1ccc(NC(=O)Nc2ccc3c(c2)C(=O)N([C@H](C)CO)C[C@H](C)[C@@H](CN(C)S(=O)(=O)c2ccc(C)cc2)OCCCC[C@H](C)O3)cc1
    60.9	·	3.8	-53.6
N#C[C@H]1[C@@H](c2ccccc2C2=CCCCC2)[C@@H](CO)N1C(=O)NC1CCCCC1
    ·	34.8	-3.3	-41.8
O=C(c1ccc(F)cc1)N1CC(=O)N2[C@H](CO)[C@H](c3ccc(C#CC4CCCCC4)cc3)[C@@H]2C1
    ·	13.6	-0.8	-25.8
COc1cccc(-c2cnc3c(c2)C(=O)N([C@@H](C)CO)C[C@@H](C)[C@@H](CN(C)CC2CC2)O3)c1
    53.2	·	4.3	-53.3
COCC(=O)N1[C@H](CO)[C@@H](c2ccccc2)C12CN(C(=O)c1cccc(F)c1)C2
    ·	-0.9	-0.3	29.3
C[C@H](CO)N1C[C@H](C)[C@H](CN(C)C(=O)CN(C)C)Oc2cc(-c3ccncc3)ccc2S1(=O)=O
    ·	5.2	5.3	22.6
C[C@H]1CN([C@@H](C)CO)S(=O)(=O)c2ccc(-c3ccccc3)cc2O[C@H]1CN(C)C(=O)C1CC1
    63.2	-2.2	-0.3	-22.2
COc1ccc(NC(=O)Nc2cccc3c2O[C@H](CN(C)C(=O)Nc2ccc4c(c2)OCO4)[C@H](C)CN([C@H](C)CO)C3=O)cc1
    31.4	·	-0.6	-48.0
CCN(C[C@H]1N[C@H](CO)[C@@H]1c1ccc(-c2ccccc2)cc1)C(=O)COC
    4.6	-5.8	1.1	-1.6
C[C@@H]1CN([C@@H](C)CO)C(=O)c2cccc(N(C)C)c2O[C@H]1CN(C)S(=O)(=O)c1ccccc1
    -13.4	0.4	8.5	3.2
COCC(=O)Nc1ccc2c(c1)[C@H]1C[C@H](CC(=O)N[C@@H](C)c3ccccc3)O[C@@H](CO)[C@H]1O2
    16.9	-8.8	0.7	17.5
CC(C)NC(=O)Nc1ccc2c(c1)C(=O)N([C@@H](C)CO)C[C@H](C)[C@H](CN(C)S(=O)(=O)c1cccs1)OCCCC[C@@H](C)O2
    ·	-1.8	0.2	·
COc1ccc2c3c([nH]c2c1)[C@@H](CO)N(Cc1cccc(Cl)c1)CC31CN(C(C)=O)C1
    ·	7.7	-0.1	-88.6*
O=C(C[C@H]1C=C[C@H](NC(=O)Nc2ccc3c(c2)OCO3)[C@@H](CO)O1)NCc1ccc(F)cc1
    -57.0	7.7	0.8	-4.1

Additional records:
Every second line gives: T cruzi growth	C diff HTS	GASC1 inh	Pf Dd2 inh
CCC(=O)Nc1ccc2c(c1)OC[C@H](C)N(Cc1ccccc1F)C[C@H](C)[C@H](OC)CN(C)C2=O
    11.4	-2.8	-0.8	·
C[C@H](CO)N1C[C@H](C)[C@@H](CN(C)Cc2ccc(C(=O)Nc3ccccc3N)cc2)Oc2ccc(NS(=O)(=O)c3cn(C)cn3)cc2CC1=O
    ·	-8.7	-1.2	27.2
C[C@@H]1CN([C@H](C)CO)C(=O)c2cc(NC(=O)Nc3ccc(C(F)(F)F)cc3)ccc2O[C@@H]1CN(C)C(=O)Nc1ccc2c(c1)OCO2
    -58.4	·	-2.0	-60.4
C[C@@H]1CN([C@H](C)CO)C(=O)Cc2cc(NS(=O)(=O)c3ccccc3)ccc2O[C@H]1CN(C)C
    ·	2.9	-1.3	2.6
C/C=C/c1cnc2c(c1)C(=O)N([C@@H](C)CO)C[C@@H](C)[C@H](CN(C)S(=O)(=O)c1ccccc1)O2
    51.3	-2.0	-1.7	1.3
C[C@@H]1CN([C@@H](C)CO)C(=O)c2cccc(NS(C)(=O)=O)c2O[C@H]1CN(C)C(=O)Nc1ccc2c(c1)OCO2
    2.3	3.6	0.7	6.0
Cc1noc(C)c1S(=O)(=O)Nc1ccc2c(c1)C(=O)N([C@H](C)CO)C[C@@H](C)[C@H](CN(C)CC1CCCCC1)O2
    2.9	6.7	1.3	27.9
O=C(c1ccccc1F)N1CC[C@@H]2[C@@H](CO)Nc3ccc(Br)cc3[C@@H]21
    26.6	-4.7	-2.1	18.7
CCN1[C@@H]2c3ccc(C4=CCCC4)c(=O)n3C[C@@H]2[C@@H](CO)[C@@H]1C(=O)NCCCN(C)C
    ·	-3.7	1.7	3.9
COCC(=O)Nc1ccc2c(c1)C(=O)N(C)[C@@H]1CC[C@H](CC(=O)Nc3cn(C)nc3C)O[C@@H]1CO2
    53.2	-1.5	6.7	-8.2
CCCNC(=O)C[C@H]1C[C@@H]2c3cc(NS(=O)(=O)c4cccc(OC)c4)ccc3O[C@@H]2[C@@H](CO)O1
    -11.6	-5.0	-1.5	-11.1
CCC(=O)N(C)C[C@H]1Oc2cc(C#Cc3ccncc3)ccc2S(=O)(=O)N([C@H](C)CO)C[C@H]1C
    107.2*	2.7	16.8	-44.7
C[C@@H]1CN([C@@H](C)CO)S(=O)(=O)c2ccc(-c3ccncc3)cc2O[C@@H]1CN(C)Cc1cccnc1
    68.4	2.4	·	2.7
Cc1noc(C)c1NC(=O)Nc1ccc2c(c1)C(=O)N([C@H](C)CO)C[C@H](C)[C@@H](CN(C)Cc1ccc(Cl)c(Cl)c1)OCCCC[C@H](C)O2
    36.6	-2.7	0.6	-26.0
CCCNC(=O)N(C)C[C@@H]1Oc2ncc(C#CC3(O)CCCC3)cc2C(=O)N([C@H](C)CO)C[C@@H]1C
    ·	-0.2	0.0	13.5
Cc1noc(C)c1NC(=O)Nc1cccc2c1O[C@@H](CN(C)C(=O)NC(C)C)[C@H](C)CN([C@H](C)CO)C2=O
    -1.1	-6.0	-1.7	30.2
CCCNC(=O)C[C@H]1C[C@@H]2c3cc(NC(=O)Nc4ccc(F)cc4)ccc3O[C@@H]2[C@H](CO)O1
    -2.6	5.2	0.0	-17.0
C/C=C/c1ccc([C@@H]2[C@H]3CN(C(=O)c4ccc(F)cc4)CC(=O)N3[C@H]2CO)cc1
    ·	-6.1	-2.5	-40.5
C[C@H]1CN([C@@H](C)CO)S(=O)(=O)c2ccc(/C=C/c3ccccc3)cc2O[C@H]1CN(C)C(=O)c1ccccc1
    125.1*	21.9	-2.2	?
O=C(Nc1ccc(Cl)cc1)N[C@H]1CC[C@@H](CCn2cc(Cc3ccccc3)nn2)O[C@H]1CO
    -65.1	4.2	-0.7	16.9
C/C=C/c1ccc([C@@H]2[C@@H](CO)N(C(=O)C3CC3)[C@H]2CN(C)C(C)=O)cc1
    15.3	0.0	-0.8	4.8
COc1ccc(S(=O)(=O)Nc2cccc3c2O[C@@H](CN(C)C(=O)Nc2c(C)noc2C)[C@H](C)CN([C@H](C)CO)C3=O)cc1
    96.4	-2.1	1.1	-9.2
C[C@@H]1CCCCO[C@@H](CN(C)S(=O)(=O)c2cccs2)[C@H](C)CN([C@H](C)CO)C(=O)c2cc(NS(=O)(=O)c3ccc(Cl)cc3)ccc2O1
    91.9	-1.5	-0.3	-69.1
C[C@H](CO)N1C[C@H](C)[C@@H](CN(C)C(=O)C2CC2)Oc2cc(C#CC3CCCC3)ccc2S1(=O)=O
    -6.1	·	0.2	-23.8
CCC(=O)N(C)C[C@@H]1Oc2cc(-c3cccc(OC)c3)ccc2S(=O)(=O)N([C@@H](C)CO)C[C@@H]1C
    26.9	2.5	-0.9	-40.6
C[C@@H]1CN([C@H](C)CO)C(=O)c2cc(NC(=O)Nc3cccc4ccccc34)ccc2O[C@H]1CN(C)C(=O)Nc1ccc2c(c1)OCO2
    23.0	10.3	-0.8	16.4
CO[C@H](CN(C)Cc1ccc2c(c1)OCO2)[C@H](C)CN(C(=O)c1ccccc1)[C@@H](C)CO
    -14.2	·	-1.3	7.3
CNC(=O)C[C@@H]1CC[C@H]2[C@@H](COc3ccc(NS(=O)(=O)c4ccc(F)cc4)cc3C(=O)N2C)O1
    4.2	-1.9	-1.4	14.9
C[C@@H]1CN([C@H](C)CO)C(=O)c2cc(NC(=O)CCN3CCOCC3)ccc2O[C@H]1CN(C)Cc1ccc(C(=O)O)cc1
    -50.5	·	1.8	-19.1
C[C@H]1CN([C@@H](C)CO)C(=O)c2cc(C#CCN(C)C)cnc2O[C@H]1CN(C)Cc1ccc2c(c1)OCO2
    -23.1	·	4.7	3.9

Carrying on.
Every second line gives: T cruzi growth	C diff HTS	GASC1 inh	Pf Dd2 inh
COCC(=O)N1[C@@H]2c3ccc(-c4ccccc4)c(=O)n3C[C@@H]2[C@@H](CO)[C@@H]1C(=O)Nc1ccccc1
    43.2	-4.2	-0.5	2.0
CCCN1[C@@H]2Cn3c(ccc(-c4ccccc4F)c3=O)[C@H]1[C@@H](C(=O)NCc1ccccn1)[C@@H]2CO
    ·	-2.6	-0.9	50.5
C[C@H](CO)N1C[C@H](C)[C@H](CN(C)C(=O)Nc2ccc(C(F)(F)F)cc2)Oc2ccc(NC(=O)Nc3ccc4c(c3)OCO4)cc2C1=O
    -15.5	-6.2	-0.2	-11.9
COc1ccc(CNC(=O)C[C@H]2CC[C@H](NC(=O)c3ccc4c(c3)OCO4)[C@@H](CO)O2)cc1
    -32.4	-2.0	·	15.1
CNC[C@@H]1Oc2ccc(NS(=O)(=O)c3c(C)noc3C)cc2CC(=O)N([C@H](C)CO)C[C@@H]1C
    10.1	-0.6	0.4	25.6
C[C@@H]1CN([C@H](C)CO)C(=O)c2cc(C3=CCCCC3)cnc2O[C@H]1CN(C)Cc1ccccn1
    ·	-0.5	2.7	-2.1
CN1CCN(C(=O)C[C@@H]2C[C@H]3c4cc(NC(=O)NC5CCCC5)ccc4O[C@H]3[C@H](CO)O2)CC1
    32.3	-6.4	0.3	6.1
O=C(C[C@@H]1CC[C@@H](NS(=O)(=O)c2ccc(F)cc2)[C@@H](CO)O1)NCCc1ccncc1
    -2.0	1.8	0.1	23.4
